Assay outcomes from PubChem BioAssay.
JMJD2A Tudor inh: inhibitors of human JMJD2A Tudor domain; actives 4.4% (n = 390,000); Potency, µM (highest dose often 114 µM), inactives show at the top dose activity change, negative = inhibition, hits mostly inhibitors; AlphaScreen JMJD2A-Tudor / H3K4me3 peptide binding; note: potency is the fitted concentration of half-maximal effect; % is set by controls: 0 for no effect and ±100 for the full control effect; nearly all actives have a fitted effect of over 50% in size
ERG-DNA inh: inhibitors of human ERG Ets domain-DNA interaction. P11308. fluorescence polarization, His-ERG Ets domain / labelled DNA. Potency, µM (series often up to 76.9 µM), inactives show at the top dose FP activity, negative = inhibition, most hits filed as inhibitors. actives 0.028% (n = 370,000). AID 624246; active = well fitted inhibition curve with a large enough effect in the polarisation, with a control signal flat; inconclusive = small, poorly fitted or top-dose-only effect, or effect the other way, or a change in a side signal; inactive = no such curve, though single readings can be large or run the other way; the % refers to the polarisation;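 note: polarization taken with two DNA probes labelled with fluorescein and Texas red; potency is the fitted concentration of half-maximal effect; % of control where 0% means no effect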
Target sequence (P11308 whole entry, looked up, the tested form may be a part): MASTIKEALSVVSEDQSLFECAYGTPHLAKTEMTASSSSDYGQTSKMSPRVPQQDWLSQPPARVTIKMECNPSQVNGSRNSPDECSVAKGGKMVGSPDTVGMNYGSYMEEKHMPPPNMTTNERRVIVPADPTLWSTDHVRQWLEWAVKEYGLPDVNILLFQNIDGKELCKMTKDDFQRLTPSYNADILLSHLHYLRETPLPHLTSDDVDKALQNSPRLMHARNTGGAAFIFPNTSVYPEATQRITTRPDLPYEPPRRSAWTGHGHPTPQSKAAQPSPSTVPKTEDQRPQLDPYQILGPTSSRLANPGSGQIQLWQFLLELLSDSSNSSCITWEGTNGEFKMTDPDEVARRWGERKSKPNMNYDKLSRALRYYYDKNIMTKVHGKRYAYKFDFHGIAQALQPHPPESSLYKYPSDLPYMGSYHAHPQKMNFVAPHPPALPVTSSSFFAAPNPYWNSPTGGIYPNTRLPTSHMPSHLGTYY
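His-tagged ERG Ets domain (1 uM in the protein solution; 300mM KCl, 50mM Tris-HCl, 1mM EDTA, 1mM DTT, pH 7.5) received compound, then a probe mix of 5 nM fluorescein-DNA and 100nM Texas-615-DNA. Fluorescence polarization was read for both dyes.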
GLS inh: blocks human kidney-isoform glutaminase activity; actives 0.21% (n = 410,000); AID 624170; GLS enzymatic activity, qHTS titration; O94925; Potency, µM (top dose mostly 45.5 µM), for inactives: top-dose activity change, negative = inhibition, usual class: inhibitors; note: potency is the fitted concentration of half-maximal effect; % is set by controls: 0 for no effect and ±100 for the full control effect
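Assay buffer: 45 mM KH2PO4 pH 8.2, 0.02% Tween-20. hKGA acts on L-glutamine (1 mM solution added); product glutamate is reported by an oxidase/peroxidase Amplex Red coupling, with fluorescence taken at baseline and 30 min.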
Pin1 inh: inhibitors of human Pin1; Q13526; Pin1 FP peptide displacement, HiFluor488, 10 min; Potency, µM (doses to about 115 µM), for inactives: at the highest dose activity, negative = inhibition, most hits filed as inhibitors; actives 0.009% (n = 390,000); AID 504891; active = well fitted inhibition curve with a large enough effect in the polarisation, with a control signal flat, not every such curve was filed as active; inconclusive = small, poorly fitted or top-dose-only effect, or effect the other way, or a change in a side signal; inactive = no such curve, though single readings can be large or run the other way; the % refers to the polarisation; note: potency is the fitted concentration of half-maximal effect; % is set by controls: 0 for no effect and ±100 for the full control effect
BAZ2B inh: inhibitors of human BAZ2B bromodomain | actives 4.4% (n = 360,000) | Potency, µM (titrated, usually from 114 µM), without a hit: top-dose activity change, negative = inhibition, most hits filed as inhibitors | Q9UIF8 | AlphaScreen BAZ2B-H3K14Ac peptide displacement | AID 504333; note: potency is the fitted concentration of half-maximal effect; % is set by controls: 0 for no effect and ±100 for the full control effect; nearly all actives have a fitted effect of over 60% in size
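BAZ2B 50 nM plus b-H3(5-23)K14Ac 50 nM, PBS pH 7.4/0.01% Tween-20, 30 min RT; compound added (max 110 uM), 30 min RT; streptavidin donor/Ni-chelate acceptor beads 10 ug/mL final, 20 min dark; AlphaScreen read.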
Tb PGK inh: blocks T. brucei phosphoglycerate kinase. Potency, µM (doses to about 57.5 µM), inactives show at the top dose activity change, negative = inhibition, most hits filed as inhibitors. AID 602233. PGK/GAPDH coupled, Kinase-Glo luminescence, 60 min. actives 0.043% (n = 380,000); note: potency is the fitted concentration of half-maximal effect; % is set by controls: 0 for no effect and ±100 for the full control effect; nearly all actives have a fitted effect of over 60% in size
Target sequence (P07378 whole entry, looked up): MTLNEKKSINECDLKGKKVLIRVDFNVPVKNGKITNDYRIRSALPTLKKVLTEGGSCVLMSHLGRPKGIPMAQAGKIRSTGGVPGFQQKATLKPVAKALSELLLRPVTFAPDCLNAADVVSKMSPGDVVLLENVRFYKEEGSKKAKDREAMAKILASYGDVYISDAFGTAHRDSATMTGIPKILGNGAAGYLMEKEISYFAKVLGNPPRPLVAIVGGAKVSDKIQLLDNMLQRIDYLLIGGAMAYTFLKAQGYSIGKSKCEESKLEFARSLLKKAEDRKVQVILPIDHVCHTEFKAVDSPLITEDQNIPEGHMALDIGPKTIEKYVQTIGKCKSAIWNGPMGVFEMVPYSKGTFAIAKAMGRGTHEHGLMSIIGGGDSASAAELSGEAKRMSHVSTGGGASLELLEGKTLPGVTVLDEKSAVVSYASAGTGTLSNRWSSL
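Luminescent ATP detection (Kinase-Glo Plus) follows a 60-minute room-temperature incubation, with wells lacking PGK as controls. Buffer: 100 mM TEA (pH 7.6), 5 mM MgCl2, 0.01% Tween-20. Coupling enzyme GAPDH (100 nM final) supplies unstable 1,3-BPG in-well.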
G9a inh: inhibitors of human histone lysine methyltransferase G9a; Q96KQ7; G9a H3K9 monomethylation, AlphaScreen, 2 h; Potency, µM (doses to about 102 µM), for the others: at the top dose activity, negative = inhibition, actives largely listed as inhibitors; actives 8.8% (n = 350,000); AID 504332; note: potency is the fitted concentration of half-maximal effect; % is set by controls: 0 for no effect and ±100 for the full control effect; nearly all actives have a fitted effect of over 75% in size
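AlphaScreen detection with an anti-monomethyl H3K9 antibody quantified product after a 2 h room-temperature reaction containing 500 nM biotinylated H3K9 peptide, 20 µM SAM and 20 nM enzyme, which had been preincubated 15 min with compound.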
HP1b binding inh: inhibitors of HP1-beta chromodomain binding to methylated histone tails. P83916. AlphaScreen HP1-beta / biotin-H3K9me3 peptide binding. Potency, µM (titrated, usually from 114 µM), inactives show at the top dose activity change, negative = inhibition, usual class: inhibitors. actives 0.56% (n = 390,000); note: potency is the fitted concentration of half-maximal effect; nearly all actives have a fitted effect of over 70% in size; inactives centre near 23
Target sequence (P83916 whole entry, looked up): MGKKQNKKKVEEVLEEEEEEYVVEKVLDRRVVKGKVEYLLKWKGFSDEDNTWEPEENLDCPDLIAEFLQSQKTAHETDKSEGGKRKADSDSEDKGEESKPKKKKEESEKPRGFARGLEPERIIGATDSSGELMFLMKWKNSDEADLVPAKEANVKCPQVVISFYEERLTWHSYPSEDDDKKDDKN
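AlphaScreen: HP1-beta (50 nM) preformed 30 min with biotin-H3(1-18)K9me3 peptide (50 nM) in PBS pH 7.4, 0.01% Tween-20. Compound added for 30 min at RT, then streptavidin donor/nickel chelate acceptor beads (10 ug/mL) for 30 min.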
PI4K2A inh: blocks human PI4K2A kinase activity; Q9BTU6; purified PI4K2A, ADP-Glo luminescence, 1 h; hits give low values; activity change, negative = inhibition, % at 76.9 µM; actives 0.13% (n = 420,000); in the data active = activity change below about -50%; inconclusive = mostly about -30% to -49%;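 note: -100% = wells without enzyme as full effect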
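Compounds are screened against recombinant PI4K2A using PI as substrate and ATP, the latter dispensed at 300 microM. Reactions run one hour at ambient temperature before ADP-Glo detection; full inhibition defined by wells lacking enzyme.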
* = called active by the depositor; i = inactive; ? = inconclusive; . = no result given; [ ] = dose if it differs, or a comment. Unless noted, calls come from the whole dose curve; as a rule, active = well fitted curve in the direction sought with a large enough effect; inconclusive = small, poorly fitted or top-dose-only effect, or another doubt; inactive = no such curve, though single readings can be large; an effect the other way counts as inactive or inconclusive.

Start of the listing, in advance, three compounds:
item	JMJD2A Tudor inh	ERG-DNA inh	GLS inh	Pin1 inh	BAZ2B inh	Tb PGK inh	G9a inh	HP1b binding inh	PI4K2A inh	SMILES
1	-4%	-9%	16%	-3%	-19%	1%	-8%	30%	-1	C/C(=N\NC(=O)CNC(=O)c1ccc(F)cc1)c1ccco1
2	-1%	6%	-11%	-3%	-4%	-4%	10µM*	39%	6	COc1cccc(NC(=O)CN2C(=O)NC3(CCCc4ccccc43)C2=O)c1 (centres undefined)
3	?	9%	1%	1%	-2%	-4%	38%[activator]	-15%	0	CC(C)CCn1c(=O)c2sccc2n2c(CCCC(=O)N3CCC(N4CCCCC4)CC3)nnc12

This part in full, repeating the preview:
item	JMJD2A Tudor inh	ERG-DNA inh	GLS inh	Pin1 inh	BAZ2B inh	Tb PGK inh	G9a inh	HP1b binding inh	PI4K2A inh	SMILES
1	-4%	-9%	16%	-3%	-19%	1%	-8%	30%	-1	C/C(=N\NC(=O)CNC(=O)c1ccc(F)cc1)c1ccco1
2	-1%	6%	-11%	-3%	-4%	-4%	10µM*	39%	6	COc1cccc(NC(=O)CN2C(=O)NC3(CCCc4ccccc43)C2=O)c1 (centres undefined)
3	?	9%	1%	1%	-2%	-4%	38%[activator]	-15%	0	CC(C)CCn1c(=O)c2sccc2n2c(CCCC(=O)N3CCC(N4CCCCC4)CC3)nnc12
4	-18%	0%	0%	-7%	-1%	-7%	5%[59 µM]	16%	-3	CC(=O)N1CCc2cc(Br)cc(S(=O)(=O)NCCc3cccc(C)c3)c21
5	-27%	15%	8%	-3%	-12%	-6%	5%[0.501 µM]	29%	3	Cc1ccc(-n2cc(CNCCn3nc(C)cc3C)c(-c3ccc(F)cc3)n2)cc1
6	32%	4%	0%	2%	.	1%	.	62%[activator]	5	C=CCOC(=O)N1CCC2CC1c1cc(-c3ccc(OC)cc3)ccc12 (centres undefined)
7	-10%	1%	10%	0%	.	8%	.	41%[activator]	0	CCOC(=O)C1=C(CC)Nc2ccccc2N/C1=N\S(=O)(=O)c1cccc(C(C)=O)c1
8	-1%	12%	-24%	1%	-18%	-1%	37%	22%	5	COc1ccc(NCc2nnc(-c3ccccc3)o2)cc1
9	14%	-3%	4%	-6%	.	i	.	49%[activator][57 µM]	3	Cc1cccc(OCc2ccccc2)n1
10	-14%	-1%	-1%	-2%	-16%	0%	?	22%	1	CCOc1cccc(CN2CCC(n3nccc3NC(=O)C3CC3)CC2)c1O
11	-32%	18%	-6%	16%	?	i	9%[59 µM]	-3%	3	COc1cc(OC)c(C(=O)/C=C/c2ccc(OCc3ccccc3)c(OC)c2)c(OC)c1
12	-19%	0%	15%	0%	-2%	-8%	-1%[59 µM]	2%	2	O=C(COC(=O)Cc1ccc(F)cc1)Nc1cc(S(=O)(=O)N2CCOCC2)ccc1N1CCCC1

Other entries
item	JMJD2A Tudor inh	ERG-DNA inh	GLS inh	Pin1 inh	BAZ2B inh	Tb PGK inh	G9a inh	HP1b binding inh	PI4K2A inh	SMILES
13	7.1µM*	-5%	-10%	2%	-5%	5%	?	28%	8	COCCn1c(C23CC4CC(CC(C4)C2)C3)n[nH]c1=S
14	-16%	-2%	-10%	?	0%	-3%	?	30%	0	CCOC(=O)C1=C(CS(=O)(=O)c2ccc(C(C)(C)C)cc2)NC(=O)NC1c1cccc(OC)c1 (centres undefined)
15	-11%	2%	6%	31%[activator]	1%	-9%	-2%[59 µM]	32%	1	Cc1ccc(S(=O)(=O)N2CCN(C(=O)c3cc(-c4ccc(Br)cc4)n[nH]3)CC2)c(C)c1
16	0%	-11%	9%	-1%	0%	-9%	25%[12.7 µM]	25%	4	NC(=O)C(c1ccccc1)C1CCCC1 (centres undefined)
17	-36%	-19%[15.4 µM]	-13%	1%	-22%	-9%	?	14%	-3	COc1ccc(N2C(=O)CC(Sc3nc4c(cc3C#N)CCC4)C2=O)cc1 (centres undefined)
18	41%[activator]	3%	-10%	8%	57%[activator]	i	74%[activator][59 µM]	63%[activator]	-1	COc1ccc(-c2cc(C(=O)Oc3ccc(C)c(C)c3)c3ccccc3n2)cc1
19	24%	7%	1%	20%	14%	0%	71%[activator]	72%[activator]	-3	COc1ccccc1CNC(=O)c1ccccc1OCc1ccc(F)cc1
20	-7%	-3%	2%	-6%	5%	6%	20%	30%	2	CCC[C@H]1COCCS(=O)(=O)N1Cc1ccccc1F
21	-12%	13%	-5%	-1%	-11%	4%	8%[59 µM]	30%	-3	COc1ccc(-c2noc(C3CC(=O)N(c4ccccc4)C3)n2)c(OC)c1 (centres undefined)
22	-16%	-3%	0%	-12%	-3%	-7%	.	13%	-9	CC1(C)CC2(CCO1)OC(=O)CC2C(=O)Nc1c(Cl)cccc1Cl (centres undefined)
23	-17%	10%	7%	-12%	-19%	4%	-1%[59 µM]	36%	0	COC(=O)c1c(CCl)noc1C(=O)NCC1CCCO1 (centres undefined)
24	-17%	-8%	-3%	1%	-1%	-4%	79µM*	-4%	-9	Cc1ccccc1N(Cc1cc(=O)[nH]c2ccccc12)C(=O)C(C)C

(further entries)
item	JMJD2A Tudor inh	ERG-DNA inh	GLS inh	Pin1 inh	BAZ2B inh	Tb PGK inh	G9a inh	HP1b binding inh	PI4K2A inh	SMILES
25	1%	4%	0%	1%	3%	i	-3%[59 µM]	33%	-2	CC(CCc1ccccc1)NC(=O)Cn1ncc2c3ccccc3n(Cc3ccccc3F)c2c1=O (centres undefined)
26	7%	5%	-3%	7%	.	0%	.	34%	9	COc1cccc(-c2cc(C(=O)Nc3ccccc3)c3ccccc3n2)c1
27	-15%	-1%	5%	0%	-4%	-3%	-5%[59 µM]	6%	-3	COc1ccc2nc(NC(=O)c3cc(=O)c4cc(C)c(C)cc4o3)sc2c1
28	-7%[57.1 µM]	1%	-20%	4%	-21%	5%	-5%	34%	2	Cc1ccc(N2CC(O)=C(c3ccccc3)C2=N)cc1
29	-21%	-3%	-4%	11%	-20%	3%	?	12%	-3	Cc1[nH]nc2c1-c1nc3ccccc3nc1C(C)(C)C2
30	5%	9%	-13%	18%	-4%	-4%	30%	24%	1	NC(=S)Nc1ccc(F)cc1F
31	-23%	8%	17%	-9%	?	-6%	-9%[59 µM]	20%	2	CC(Sc1nc2ccccc2n1C)C(=O)Nc1ccc(N2CCOCC2)cc1 (centres undefined)
32	-18%	1%	1%	-3%	-2%	-8%	-2%[12.7 µM]	20%	1	C=CCNC(=O)CCCCCNS(=O)(=O)c1ccc(OC)cc1
33	118%[activator]	1%	-11%	8%	94%[activator]	-2%	189%[activator]	151%[activator]	-3	Cc1ccccc1-c1nc2cc(Cl)ccc2o1
34	-7%	2%	6%	6%	-12%	-4%	-10%	12%	3	Cc1ccc(C2=NN(C(=O)CCCC(=O)O)C(c3ccco3)C2)cc1 (centres undefined)
35	-7%	1%	3%	-7%	-5%	-8%	-1%[59 µM]	25%	-1	CCOC(=O)c1c(C)[nH]c(C)c1S(=O)(=O)N1CCCC(C(=O)Nc2ccc(C)cn2)C1 (centres undefined)
36	-15%	9%	-2%	0%	2%	-8%	28%[59 µM]	36%[activator]	6	CC(=O)Nc1ccc(N2C(=O)C3C4CC(=O)C(c5ccccc54)C3C2=O)cc1 (centres undefined)

New compounds follow.
item	JMJD2A Tudor inh	ERG-DNA inh	GLS inh	Pin1 inh	BAZ2B inh	Tb PGK inh	G9a inh	HP1b binding inh	PI4K2A inh	SMILES
37	5%	-14%	-5%	-1%	0%	-9%	18%[59 µM]	41%[activator]	4	O=C(N/N=C/c1ccc(Br)o1)c1cccnc1
38	-9%	-2%	2%	-7%	7%	5%	26%	4%	-8	Cc1nn(C(=O)c2cccs2)c(C)c1CN1C(=O)c2ccccc2C1=O
39	?	27%[15.4 µM]	6%	-22%	.	-12%	.	10%	-12	CCc1ccc(CCC(=O)N2CCN(S(=O)(=O)c3sc(C(=O)O)c(C)c3C(=O)O)CC2)cc1
40	?	.	-4%	?	-9%	-5%	-31%[12.7 µM]	4%	3	CC(C)C1=C2CCCCC2NC(=O)N1 (centres undefined)
41	-17%	19%	-15%	-5%	-9%	-1%	-1%[59 µM]	26%	1	CCc1ccc(C(=O)N/N=C/c2cccc3ccccc23)nc1
42	-9%	2%	16%	0%	3%	2%	7%[59 µM]	44%[activator]	-4	Cn1cnnc1SCc1ccc(C(=O)N/N=C(\CCC(=O)O)c2ccc(C(C)(C)C)cc2)cc1
43	12%	.	14%	2%	.	-2%	.	28%	0	O=C1CC2C(CCC23OCCO3)c2ccc3ccccc3c21 (centres undefined)
44	9%	-14%	-17%	-4%	5%	-7%	-2%[59 µM]	30%	2	O=C(Nc1ccc2ccccc2n1)C1CCCCC1
45	11%	1%	-2%	46%[activator]	-35%	1%	3%[12.7 µM]	53%	0	COC(=O)c1ccc(CSc2nnc(NC(=O)c3cc4c(s3)CCCC4)s2)cc1
46	5%	-3%	17%	1%	-8%	1%	?	5%	6	CC1CCN(CCNC(=O)CN(C)S(=O)(=O)c2cccc3nsnc23)CC1
47	-15%	-14%	4%	-9%	8%	-1%	-16%	51%[activator]	-8	CCOc1ccc(C2CC(c3ccccc3C)n3ncnc3N2)cc1 (centres undefined)
48	-11%	10%	-1%	-2%	48%[activator]	-7%	?	70%[activator]	2	CC(C)(C)n1nc2c(c1NC(=O)c1ccccc1F)CS(=O)C2 (centres undefined)

No enrichment for hits; overall some 11% were active at least once.
